GLS inh: qHTS for Inhibitors of Glutaminase (GLS); Glutaminase kidney isoform, mitochondrial (Homo sapiens), O94925; GLS enzymatic activity, qHTS titration; Potency, µM (highest dose often 45.5 µM), for inactives: top-dose activity change, negative = inhibition, usual class: inhibitors; actives 0.21% (n = 410,000); AID 624170, 2012; note: % is set by controls: 0 for no effect and ±100 for the full control effect
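Glutamate formation by hKGA was monitored fluorometrically using coupled glutamate oxidase, HRP and Amplex Red. Substrate was added as 1 mM L-glutamine solution; incubation was 30 min at RT after an initial read.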
POLI inh: qHTS for Inhibitors of Polymerase Iota; actives 1% (n = 390,000); AID 588590, 2011; Potency, µM (highest dose often 115 µM), without a hit: at the top dose activity, negative = inhibition, actives largely listed as inhibitors; Pol iota fluorescent replication assay, 10 min; DNA polymerase iota (Homo sapiens), Q9UNA4
Target sequence (Q9UNA4 whole entry, looked up): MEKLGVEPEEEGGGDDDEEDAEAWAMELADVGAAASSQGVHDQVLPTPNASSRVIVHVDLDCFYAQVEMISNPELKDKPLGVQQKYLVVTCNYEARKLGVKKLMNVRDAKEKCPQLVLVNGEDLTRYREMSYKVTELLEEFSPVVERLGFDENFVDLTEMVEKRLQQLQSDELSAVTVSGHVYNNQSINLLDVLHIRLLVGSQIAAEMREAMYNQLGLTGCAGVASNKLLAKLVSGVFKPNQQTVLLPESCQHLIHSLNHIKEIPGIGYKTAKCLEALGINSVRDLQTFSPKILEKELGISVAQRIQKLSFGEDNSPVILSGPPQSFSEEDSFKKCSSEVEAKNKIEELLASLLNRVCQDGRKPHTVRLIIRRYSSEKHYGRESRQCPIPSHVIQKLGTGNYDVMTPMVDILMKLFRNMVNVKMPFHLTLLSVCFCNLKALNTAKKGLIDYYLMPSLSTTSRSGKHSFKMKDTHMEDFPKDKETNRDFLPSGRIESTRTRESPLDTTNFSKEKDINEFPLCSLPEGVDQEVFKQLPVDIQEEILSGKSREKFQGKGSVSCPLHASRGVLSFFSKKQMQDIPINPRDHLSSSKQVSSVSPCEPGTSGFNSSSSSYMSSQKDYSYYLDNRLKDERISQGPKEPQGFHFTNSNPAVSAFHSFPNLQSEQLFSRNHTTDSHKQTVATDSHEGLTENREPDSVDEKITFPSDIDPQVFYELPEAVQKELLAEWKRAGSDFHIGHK
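Fluorescent replication assay read twice, at 0 min and 10 min after adding 50 nM (final) substrate. Enzyme (10 nM) and compounds were first incubated 15 min at room temperature; enzyme-free buffer wells were negative controls.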
HP1b chromo inh: HTS for Inhibitors of HP1-beta Chromodomain Interactions with Methylated Histone Tails. AlphaScreen HP1-beta / biotin-H3K9me3 peptide binding. Chromobox protein homolog 1 (Homo sapiens), P83916. Potency, µM (titrated, usually from 114 µM), without a hit: at the top dose activity change, negative = inhibition, most hits filed as inhibitors. AID 540317, 2011. actives 0.56% (n = 390,000); note: nearly all actives have a fitted effect of over 70% in size; inactives centre near 23
Target sequence (P83916 whole entry, looked up): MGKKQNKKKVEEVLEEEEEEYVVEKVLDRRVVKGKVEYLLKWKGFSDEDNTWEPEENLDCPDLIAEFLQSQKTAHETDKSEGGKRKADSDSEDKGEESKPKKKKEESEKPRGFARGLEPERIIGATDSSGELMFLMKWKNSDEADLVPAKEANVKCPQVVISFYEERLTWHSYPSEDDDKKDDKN
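Compound inhibition of the preformed complex between 50 nM HP1-beta and 50 nM biotinylated H3K9me3 peptide was read by AlphaScreen. Buffer was PBS pH 7.4 with 0.01% Tween-20. Incubations ran 30 min at room temperature, with 10 ug/mL donor/acceptor beads.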
BLM inh: qHTS Assay for Inhibitors of Bloom's syndrome helicase (BLM); recombinant BLM DNA unwinding, fluorescence dequenching; RecQ-like DNA helicase BLM (Homo sapiens), P54132; Potency, µM (titrated, usually from 56.1 µM), for the others: at the top dose activity change, negative = inhibition, usual class: inhibitors; actives 0.2% (n = 350,000);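 note: plate controls were vehicle for no effect and no enzyme for full effect; nearly all actives have a fitted effect of over 35% in size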
Pin1 inh: qHTS Assay to Find Inhibitors of Pin1. Pin1 FP peptide displacement, HiFluor488, 10 min. Potency, µM (top dose mostly 115 µM), inactives show at the highest dose activity, negative = inhibition, actives largely listed as inhibitors. actives 0.009% (n = 390,000); active = well fitted inhibition curve with a large enough effect in the polarisation, with a control signal flat, not every such curve was filed as active; inconclusive = small, poorly fitted or top-dose-only effect, or effect the other way, or a change in a side signal; inactive = no such curve, though single readings can be large or run the other way; the % refers to the polarisation; note: % is set by controls: 0 for no effect and ±100 for the full control effect
Target sequence (Q13526 whole entry, looked up): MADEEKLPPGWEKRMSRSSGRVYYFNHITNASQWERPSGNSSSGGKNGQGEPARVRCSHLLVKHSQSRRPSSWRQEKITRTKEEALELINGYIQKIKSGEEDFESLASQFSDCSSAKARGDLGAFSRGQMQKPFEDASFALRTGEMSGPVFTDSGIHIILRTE
G9a inh: qHTS Assay for Inhibitors of Histone Lysine Methyltransferase G9a. Potency, µM (titrated, usually from 102 µM), for inactives: at the top dose activity, negative = inhibition, actives largely listed as inhibitors. G9a H3K9 monomethylation, AlphaScreen, 2 h. actives 8.8% (n = 350,000). Histone-lysine N-methyltransferase EHMT2 (Homo sapiens), Q96KQ7; note: % is set by controls: 0 for no effect and ±100 for the full control effect; nearly all actives have a fitted effect of over 75% in size
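Signal arises when biotinylated H3K9 peptide, once monomethylated, bridges streptavidin donor and antibody-captured acceptor beads. Enzyme at 20 nM was preincubated 15 min with test compounds; peptide 500 nM and SAM 20 uM then reacted for 2 h.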
PGK inhibitor: qHTS Assay to Find Inhibitors of Phosphoglycerate Kinase; Phosphoglycerate kinase, glycosomal (Trypanosoma brucei brucei), P07378; PGK/GAPDH coupled, Kinase-Glo luminescence, 60 min; Potency, µM (highest dose often 57.5 µM), for inactives: at the highest dose activity change, negative = inhibition, hits mostly inhibitors; actives 0.043% (n = 380,000); AID 602233, 2012; note: % is set by controls: 0 for no effect and ±100 for the full control effect; nearly all actives have a fitted effect of over 60% in size
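Luminescent ATP detection (Kinase-Glo Plus) follows a 60-minute room-temperature incubation, with wells lacking PGK as controls. Buffer: 100 mM TEA (pH 7.6), 5 mM MgCl2, 0.01% Tween-20. Coupling enzyme GAPDH (100 nM final) supplies unstable 1,3-BPG in-well.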
JMJD2A Tudor: qHTS Assay for Inhibitors of JMJD2A-Tudor Domain | AlphaScreen JMJD2A-Tudor / H3K4me3 peptide binding | actives 4.4% (n = 390,000) | Potency, µM (top dose mostly 114 µM), for inactives: at the top dose activity change, negative = inhibition, hits mostly inhibitors | Lysine-specific demethylase 4A (Homo sapiens), O75164; note: % is set by controls: 0 for no effect and ±100 for the full control effect; nearly all actives have a fitted effect of over 50% in size
BAZ2B inh: qHTS Assay for Inhibitors of BAZ2B | Bromodomain adjacent to zinc finger domain protein 2B (Homo sapiens), Q9UIF8 | AlphaScreen BAZ2B-H3K14Ac peptide displacement | Potency, µM (series often up to 114 µM), inactives show top-dose activity change, negative = inhibition, usual class: inhibitors | actives 4.4% (n = 360,000) | AID 504333, 2011; note: % is set by controls: 0 for no effect and ±100 for the full control effect; nearly all actives have a fitted effect of over 60% in size
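Compounds, titrated to a top concentration of 110 uM, were incubated 30 min at room temperature with preformed BAZ2B/acetyl-K14 H3 peptide complex (50 nM each). Proximity signal was measured by AlphaScreen after 20 min with beads.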
An asterisk follows results filed as active; i = inactive; ? = inconclusive; . = no result given; [ ] = remark or other dose. Unless noted, calls come from the whole dose curve; as a rule, active = well fitted curve in the direction sought with a large enough effect; inconclusive = small, poorly fitted or top-dose-only effect, or another doubt; inactive = no such curve, though single readings can be large; an effect the other way counts as inactive or inconclusive. Potency is the fitted concentration of half-maximal effect. Some of the compounds tested; rates above refer to the full screens.

item	POLI inh	JMJD2A Tudor	HP1b chromo inh	Pin1 inh	molecule	BAZ2B inh	G9a inh	GLS inh	PGK inhibitor	BLM inh
1	-4%	-16%	27%	1%	Cc1ccc2oc(C(=O)Nc3ccc(S(=O)(=O)Nc4nccc(C)n4)cc3)cc(=O)c2c1	-3%	-30%[59 µM]	4%	3%	3%
2	2%	-30%	12%	-6%	Cc1ccc(NC(=O)CSc2nnc3scc(-c4ccc(Cl)cc4)n23)cc1	-1%	-7%[59 µM]	-1%	.	-2%
3	24%	-12%	17%	-7%	COc1ccccc1S(=O)(=O)CC(O)COc1ccc(C#N)cc1 (configuration not stated)	-2%	12%[59 µM]	-6%	-3%	1%
4	-28%	-14%	11%	36%[activator]	O=C(Nc1ccc2oc(-c3ccccc3F)nc2c1)c1ccc2c(c1)OCCO2	-6%	38%[12.7 µM]	-1%	.	-5%
5	15%	-18%	7%	2%	COCCNc1oc(-c2ccc(F)cc2)nc1C#N	-7%	-6%[12.7 µM]	9%	-4%	-2%
6	56%[activator]	?	-9%	0%	O=C(NN=C1CCCCCCC1)c1ccc(F)cc1	-13%	-8%	3%	18%	-2%
7	8%	4%	29%	2%	O=C(CCc1ccccc1)Nc1ccc(F)cc1F	14%	29%[12.7 µM]	4%	3%[11.5 µM]	-6%
8	9%	16%	45%	-2%	Cc1ccc(-c2nc(-c3ccccc3)no2)cc1	?	50%[activator]	-4%	-15%	-2%
9	35%[activator]	-7%	56%[activator]	-5%	O=C1N(c2ccccc2)C(=Nc2ccccc2)SC12CC2	-4%	-9%[59 µM]	-8%	-5%	-5%
10	5%	1%	31%	0%	CCOc1ccc(NC(=O)C(=O)NCC(c2cccnc2)N2CCc3ccccc32)cc1 (configuration not stated)	3%	-10%[59 µM]	4%	3%	-8%
11	-19%	-31%	6%	20%	O=C(C1=C[C@@H](c2ccc(Br)cc2)C[C@@H](OCc2ccc(CO)cc2)O1)N1CCN(Cc2ccc3c(c2)OCO3)CC1	-30%	?	-8%	-4%	-9%
12	-10%	3%	50%[activator]	1%	CCOc1cc(C(=O)OCC(=O)Nc2c(C)cccc2C)ccc1OCC(=O)N1CCOCC1	10%	24%[59 µM]	1%	.	3%
13	5%	-2%	20%	0%	CCOC(=O)N1CCC(NC(=O)Cn2nc(-c3ccccc3)ccc2=O)CC1	6%	17%[59 µM]	2%	.	1%
14	44%[activator]	-16%	39%[activator]	-6%	CC(=O)NCCC1CCCCN1Cc1nc(Cc2cccc(C(F)(F)F)c2)no1 (configuration not stated)	3%	7%	2%	-7%	-2%
15	?	-14%	-1%	-5%	CCNc1nc(NCC)n2c(SCC(=O)Nc3ccc(OC(F)F)cc3)nnc2n1	-9%	-15%[59 µM]	-3%	-24%	.
16	-1%	16%	25%	?	COc1ccc(CNC(=O)Nc2cccc(C)c2)cc1	5%	6%	-3%	-1%	-3%
17	1%	-7%	25%	7%	COc1ccc(NC(=O)CSc2c3c(nc4ccc(Cl)cc24)CCCC3)cc1Cl	.	-1%[59 µM]	7%	-5%	0%
18	17%	1%	9%[57 µM]	-1%	Cc1ccc(CC(=O)Nc2ccc(C(=O)N3CCCCC3)cc2)cc1	-15%	.	-3%	-8%	-3%
19	6%	-3%	1%	18%	Oc1csc(Cc2nc(-c3ccc(-c4ccccc4)cc3)cs2)n1	-2%	78%[activator][12.7 µM]	-7%	5%	-1%
20	36%[activator]	-19%	-4%	1%	COc1ccc(C(=O)CSc2nc(=O)n(Cc3cccnc3)c3c2CCC3)cc1	.	.	10%	-2%	.
21	-19%	-16%	46%[activator]	?	CCOC(=O)C1=CN(Cc2cccc(F)c2)S(=O)(=O)NC1c1cccc(OC)c1 (configuration not stated)	.	.	1%	-3%	.
22	8%	-4%	22%	-7%	C(=N\N(c1ccccc1)c1ccccc1)/c1ccc2c(c1)OCO2	-1%	31%[activator]	11%	.	-7%
23	-9%	-17%	4%	?	CCc1ccc(C(C(=O)NCc2ccc(OC)cc2)N(CCOC)C(=O)Cc2cccs2)cc1 (configuration not stated)	2%	2%	-1%	-8%	-7%
24	9%	-9%	38%	-9%	CCOC(=O)N1CCC(N2C(=O)c3ccccc3C2Nc2cccnc2)CC1 (configuration not stated)	2%	?	-2%	0%	-1%
25	8%	-35%	46%[activator]	6%	COc1ccc(-c2nc(CN3CCN(c4ncnc5ccccc45)CC3)c(C)o2)c(OC)c1	-36%	?	10%	6%	1%
26	16%	-3%	37%	-1%	CCOC(=O)c1ccc(Oc2nc(OC)nc(N(C)C)n2)cc1	8%	27%[59 µM]	-1%	4%	-8%
27	12%	-16%	12%	?	Cc1cc(NC(=O)CCC(=O)N(Cc2ccccc2)C2(C(=O)NC3CCCCC3)CCCC2)no1	-11%	.	0%	10%	7%
28	?	8%	22%	-4%	Cc1csc(SC(C)C(=O)NC2CCCCC2C)n1 (configuration not stated)	-6%	-24%	5%	-1%	.
29	4%	7%	40%[activator]	-2%	CC(C)(C)OC(=O)N1CCC(C(=O)N[C@@H](Cc2ccccc2)C(=O)O)CC1	-1%	-6%	-11%	-11%	0%
30	219%[activator]	-11%	10%	6%	Cc1ccc(NC(=O)c2ccccc2-c2ccc(C(F)(F)F)cc2)cc1S(=O)(=O)N1CCOCC1	2%	15%[59 µM]	2%	-9%	-4%
31	16%	-4%	42%[activator]	-3%	CN(C)/C=N/S(=O)(=O)c1cccn1-c1ncc(C(F)(F)F)cc1Cl	?	.	-1%	9%	-2%
32	55%[activator]	-3%	28%	-3%	O=C(Nc1ccc(F)cc1)c1cc(Cl)sc1Cl	-2%	4%	6%	8%	-6%
33	-14%	-10%	23%	-1%	Cc1cccc(C)c1NC(=S)Nc1ccc(Cl)c(Cl)c1	-11%	10%[59 µM]	3%	-5%	-18%
34	?	1%	11%	-6%	O=C(Oc1cccc(/C=N/Nc2nc(N3CCOCC3)nc(N3CCOCC3)n2)c1)c1ccco1	9%[57.1 µM]	9%[59 µM]	-3%	2%	-3%
35	11%	-19%	23%	10%	Cc1oc(-c2cccs2)nc1CN1CCC(C(=O)N2CCCC2)CC1	0%	0%	2%	-6%	-1%
36	10%	-4%	30%	1%	CC(C(=O)NC1CCCC1)N(C(=O)c1snc(C(N)=O)c1N)c1ccc2c(c1)OCCO2 (configuration not stated)	-29%	.	2%	-2%	-2%
37	-16%	7%	26%	-1%	C=CCOC(=O)CCCC(=O)NC1CCCCC1	8%	-1%[12.7 µM]	-2%	-1%	-2%
38	25%	4%	22%[57 µM]	-4%	CCc1nonc1NC(=O)c1oc2c(C)c(C)ccc2c1C	-28%	-11%	-10%	i	-3%
39	23%	-21%	34%	1%	CC(=O)N/C(=C/c1ccc(Cl)cc1)C(=O)NCCc1c[nH]c2ccccc12	-10%	.	7%	-1%	-3%
40	134%[activator]	-2%	15%	-7%	NC(=S)Nc1cccc(F)c1	-10%	?	-2%	i	-1%
41	-4%	?	27%	-2%	CSc1nnc(C2CCCN2)n1C (configuration not stated)	18µM*	2.5µM*	-32%	-6%	-1%
42	17%	-10%	24%	9%	O=C(COC(=O)Cc1ccc(S(=O)(=O)N2CCOCC2)s1)NCc1ccccc1	-7%	?	9%	5%	-12%
43	9%	-12%	9%	-6%	Cc1cc(C(=O)COC(=O)c2cccnc2Cl)c(C)n1C	.	.	-1%	-4%	.
44	41%[activator]	-4%	13%	-3%	CC(=O)N(Cc1ccccc1)c1c(N)nc(N)[nH]c1=O	.	.	1%	14%	.
45	-4%	-17%	20%	3%	COc1ccc(CCn2c3c(c(=O)[nH]c2=S)CN(C)CN3)cc1OC	.	.	.	.	.
46	-7%	-15%	19%[57 µM]	1%	Cc1c(C(=O)NCc2ccccc2)sc2nc[nH]c(=O)c12	1%	-2%[59 µM]	-28%	-3%	1%
47	4%	-9%	26%	1%	N#CC1=C(N)Oc2n[nH]c(-c3ccccn3)c2C1c1c(F)cccc1Cl (configuration not stated)	0%	-15%	0%	-4%	-2%
48	13%	-3%	20%	-11%	CCOCCCNS(=O)(=O)c1ccc(OC)c(Cl)c1Cl	36%[activator]	?	0%	0%	2%
49	-11%	7%	15%	2%	Cc1ccc2oc(-c3ccc(C)c(NC(=O)c4ccc(N5CCC(C)CC5)c([N+](=O)[O-])c4)c3)nc2c1	-11%	-28%[59 µM]	0%	6%	4%
50	12%	-16%	25%	-3%	CCOc1ccc(NC(=O)CN2CCN(CC(=O)Nc3ccc(Cl)c(C(F)(F)F)c3)CC2)cc1	-29%	?	-7%	i	-7%
51	?	11%	63%[activator]	?	CCOC(=O)CC(NC(=O)c1cc2c(=O)n3cccc(C)c3nc2s1)c1ccc(OCC(C)C)c(OC)c1 (configuration not stated)	1%	3%[59 µM]	0%	i	-6%
52	7%	-15%	-3%	14%	Cc1cc(NC(=O)CSc2nc3c(c(=O)n2-c2ccc(Br)cc2)SCC3)no1	0%	-3%[59 µM]	3%	5%	-6%

Four structures out of the list, arranged by number of heavy atoms, rising.
item	POLI inh	JMJD2A Tudor	HP1b chromo inh	Pin1 inh	molecule	BAZ2B inh	G9a inh	GLS inh	PGK inhibitor	BLM inh
40	134%[activator]	-2%	15%	-7%	NC(=S)Nc1cccc(F)c1	-10%	?	-2%	i	-1%
29	4%	7%	40%[activator]	-2%	CC(C)(C)OC(=O)N1CCC(C(=O)N[C@@H](Cc2ccccc2)C(=O)O)CC1	-1%	-6%	-11%	-11%	0%
21	-19%	-16%	46%[activator]	?	CCOC(=O)C1=CN(Cc2cccc(F)c2)S(=O)(=O)NC1c1cccc(OC)c1 (configuration not stated)	.	.	1%	-3%	.
30	219%[activator]	-11%	10%	6%	Cc1ccc(NC(=O)c2ccccc2-c2ccc(C(F)(F)F)cc2)cc1S(=O)(=O)N1CCOCC1	2%	15%[59 µM]	2%	-9%	-4%
